Screening data (PubChem BioAssay)
KLK5 inh = blocks human kallikrein 5 protease activity. Q9Y337. recombinant hK5, fluorogenic AMC substrate cleavage. inhibition, % at 5 µM. 210,000 tested, 0.59% active;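 active = inhibition of 40% or more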;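 note: 0% = enzyme controls without compound and 100% = no-enzyme blanks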
PERK inh = human PERK inhibition, primary cell-based screen | inhibition, % at 5.6 µM | 220,000 tested, 0.17% active | CHO PERK-DD fusion, SEAP luminescence translation reporter;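 active = inhibition above the mean inhibition of all tested compounds plus 3 SD, set separately per screening campaign, cut at about 2.9% in these data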;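 note: PERK kinase domain activated by AP20187 dimerizer at 100 nM; 0% = DMSO with dimerizer and 100% = rapamycin at 8.4 µM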
Target sequence (Q9NZJ5 whole entry, looked up, the tested form may be a part): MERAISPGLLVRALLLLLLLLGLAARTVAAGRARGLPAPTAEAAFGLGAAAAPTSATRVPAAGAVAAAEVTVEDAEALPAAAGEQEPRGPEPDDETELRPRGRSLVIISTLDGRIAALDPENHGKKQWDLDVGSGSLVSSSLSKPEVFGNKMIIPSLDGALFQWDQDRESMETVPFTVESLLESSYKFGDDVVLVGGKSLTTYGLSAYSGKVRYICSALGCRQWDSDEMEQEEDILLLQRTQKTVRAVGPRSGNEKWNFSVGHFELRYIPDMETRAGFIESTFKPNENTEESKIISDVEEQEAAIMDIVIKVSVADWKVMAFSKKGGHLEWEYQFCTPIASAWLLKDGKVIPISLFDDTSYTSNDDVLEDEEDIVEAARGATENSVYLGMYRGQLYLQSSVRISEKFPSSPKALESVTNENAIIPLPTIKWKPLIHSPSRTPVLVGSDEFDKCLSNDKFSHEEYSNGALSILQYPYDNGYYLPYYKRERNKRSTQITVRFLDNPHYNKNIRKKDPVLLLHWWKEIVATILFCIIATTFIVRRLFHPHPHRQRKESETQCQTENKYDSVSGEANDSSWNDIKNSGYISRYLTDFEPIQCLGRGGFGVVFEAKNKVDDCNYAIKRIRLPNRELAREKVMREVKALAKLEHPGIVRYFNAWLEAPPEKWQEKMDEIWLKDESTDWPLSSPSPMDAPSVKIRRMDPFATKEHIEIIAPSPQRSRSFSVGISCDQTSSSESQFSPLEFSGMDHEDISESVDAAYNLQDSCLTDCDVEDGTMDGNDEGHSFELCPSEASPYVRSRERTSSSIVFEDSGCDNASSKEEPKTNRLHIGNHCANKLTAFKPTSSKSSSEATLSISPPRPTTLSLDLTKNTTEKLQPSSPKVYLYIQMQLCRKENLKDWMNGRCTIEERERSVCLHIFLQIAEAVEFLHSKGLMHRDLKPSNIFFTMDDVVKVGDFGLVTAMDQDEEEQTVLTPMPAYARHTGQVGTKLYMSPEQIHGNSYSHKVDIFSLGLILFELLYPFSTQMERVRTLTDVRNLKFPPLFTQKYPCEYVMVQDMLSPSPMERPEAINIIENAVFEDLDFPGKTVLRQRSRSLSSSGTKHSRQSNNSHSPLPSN
Wee1 degr inh = blocks degradation of human Wee1 kinase; P30291; HeLa Luc-Wee1K328M stability, luciferase luminescence; 100% = proteasome inhibitor MG132 effect; reporter increase, % at 5 µM; 220,000 tested, 1.2% active;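 active = activation above the mean of all tested compounds plus 3 SD, set per screening run, cut at about 8.8% in these data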;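 note: cells exposed to compound for 20 h before luminescence read; 0% = DMSO alone and 100% = MG132 at 30 µM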
Cl transport mod = KCC2 (human) Cl- transport modulation; Q9H2X9; KCC2 cells, thallium flux FluoZin-2 fluorescence; 190,000 tested, 2.2% active; B-score of Tl+ flux slope (higher = more flux/activation; lower = inhibition) at 10 µM;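 active = thallium flux slope and its plate-corrected score both differing from the plate sample mean at a set confidence after two filtering rounds, in either direction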;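 note: slope of fluorescence scaled to starting intensity during 10 to 20 s after thallium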
Furin inh = inhibitors of human furin | P09958 | AID 463115 | purified furin, fluorogenic substrate cleavage | inhibition, % at 30 µM | 220,000 tested, 0.061% active; in the data active = inhibition above about 25%; note: inactives centre near -15
FXIa inh 1536 = factor XIa (human) inhibition. purified FXIa, Boc-Glu-Ala-Arg-AMC fluorogenic substrate. inhibition, % at 5 µM. 220,000 tested, 0.14% active. AID 798;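 active = inhibition of at least 40%; inactive = inhibition below 40%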;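 note: fluorescence of freed AMC excited at 355 nm; 0% = enzyme without compound and 100% = no enzyme blank; many of its hits are not listed in these tables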
thrombin 1536 = thrombin (human) inhibition; P00734; alpha-thrombin, Boc-VPR-AMC fluorogenic substrate cleavage; inhibition, % at 5 µM; 220,000 tested, 0.26% active;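 active = inhibition at or above 40%; inactive = inhibition below 40%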;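 note: 0% = enzyme with no compound and 100% = wells without enzyme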
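System: human alpha-thrombin protein; Compound dosing: one concentration per compound, 5 µM, with 0.2% DMSO; Timing: reaction at room temperature; Technique: AMC fluorescence, 355/460 nm; Controls: enzyme without compound as high, wells lacking enzyme as low.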
FXIIa inh 1536 = inhibitors of human coagulation factor XIIa. inhibition, % at 5 µM. purified FXIIa, Boc-QGR-AMC fluorogenic substrate, 2 h. 220,000 tested, 0.3% active. AID 800. P00748; in the data active = inhibition above about 40%;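 note: 0% = enzyme with no compound and 100% = blank without enzyme; many of its hits are not listed in these tables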
p97 ATPase inh = human p97 ATPase inhibition; recombinant p97 ATPase, Kinase-Glo ATP luminescence, 3 h; 220,000 tested, 0.42% active; inhibition, % at 8 µM; AID 1481; P55072; in the data active = inhibition above about 15%;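 note: 0% = DMSO vehicle and 100% = wells lacking enzyme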
Numbers without * were called inactive; / = not tested or not shown; & = joins results of further samples; [ ] = another dose, or the depositor's remark. The order is random. Share with any hit: about 4.4%.

1. O=C(NNc1cccc(Cl)n1)Nc1cccc(C(F)(F)F)c1
2. CC(C)(C)OC(=O)N1CCC(C(=O)N[C@H](Cc2ccccc2)C(=O)O)CC1
3. Cc1ccc2c(COC(=O)CNC(=O)c3ccccc3)cc(=O)oc2c1
4. CC(=O)Nc1ccc(NS(=O)(=O)c2cn(C)c(=O)n(C)c2=O)cc1
5. CCC(NC(C)C)C(O)c1ccc(O)c(O)c1 (stereo unspecified)
6. CSCC[C@H](NC(=O)Nc1ccc(Oc2ccccc2)cc1)C(=O)O
7. COc1ccc2cc(C3(C)NC(=O)N(CC(=O)NCCC4=CCCCC4)C3=O)ccc2c1 (stereo unspecified)
8. Cc1cc(C)c(-n2c(O)c(C=NCCN3CCOCC3)c(=O)[nH]c2=O)c(C)c1

entry no.	1	2	3	4	5	6	7	8
KLK5 inh	-18	3	-8	-10	-9	-7	-3	-9
PERK inh	0.8	0.4	1.2	1.2	1.9	0.9	-0.9	0.5
Wee1 degr inh	-3	-1	-3	0	-2	0	-1	-1
Cl transport mod	-0.56	2.7	-1.7	-0.59	-1	-0.57	-1.3	1.3
Furin inh	-4	-16[20 µM]	-25	-15	-19	-6	-16[20 µM]	-18
FXIa inh 1536	-2	9	20	14	6	8	1	-2
thrombin 1536	-10	2	-3	-2	0	6	-2	-4
FXIIa inh 1536	3	21	11	19	13	9	8	13
p97 ATPase inh	-1	5	0	-10	7	5	3	4

9. CN(C)c1cccc2c1c(NC(=O)c1ccc(F)cc1)nn2C
10. COc1ccc(CN(CC(=O)NCC2CCCO2)C(=O)CCC(=O)Nc2cc(C)ccn2)cc1 (stereo unspecified)
11. Cc1ccc(OCc2ccc(C(=O)NCC3CCCO3)cc2)cc1 (stereo unspecified)
12. O=S(=O)(c1cccc(C(F)(F)F)c1)N(CCCN1CCOCC1)Cc1cccs1
13. COC(=O)c1ccc(OC(=O)c2cccnc2)cc1
14. O=C(CCC(=O)NC1CCN(Cc2ccccc2)CC1)NCc1ccco1
15. O=C1COc2ccc(C(=O)c3ccccc3C(=O)O)cc2N1
16. COC1CCCCC1NS(=O)(=O)c1ccc(Cl)cc1 (stereo unspecified)

entry no.	9	10	11	12	13	14	15	16
KLK5 inh	-5	0	-7	-24&0	-25	-23	-14	-11
PERK inh	0.0	-0.1	-0.1	-0.9&0.0	0.0	0.4	1.8	-0.1
Wee1 degr inh	0	-2	-3	-1&1	1	-1	1	-1
Cl transport mod	-0.2	-0.23	-1.5	-0.48&1.1	-0.0032	1	-3.3	/
Furin inh	-5	-23	-18	-25&-14	-31	-5	-14	-22
FXIa inh 1536	-6	2	-4	11&-1	6	2	1	-2
thrombin 1536	-3	-4	-14	0&-4	-2	3	-1	-10
FXIIa inh 1536	3	9	3	6&9	8	12	11	5
p97 ATPase inh	0	3	-2	2&3	3	4	-2	-10

An excerpt from above in order of their number in Furin inh, rising:
10. COc1ccc(CN(CC(=O)NCC2CCCO2)C(=O)CCC(=O)Nc2cc(C)ccn2)cc1 (stereo unspecified)
11. Cc1ccc(OCc2ccc(C(=O)NCC3CCCO3)cc2)cc1 (stereo unspecified)
15. O=C1COc2ccc(C(=O)c3ccccc3C(=O)O)cc2N1
9. CN(C)c1cccc2c1c(NC(=O)c1ccc(F)cc1)nn2C

entry no.	10	11	15	9
KLK5 inh	0	-7	-14	-5
PERK inh	-0.1	-0.1	1.8	0.0
Wee1 degr inh	-2	-3	1	0
Cl transport mod	-0.23	-1.5	-3.3	-0.2
Furin inh	-23	-18	-14	-5
FXIa inh 1536	2	-4	1	-6
thrombin 1536	-4	-14	-1	-3
FXIIa inh 1536	9	3	11	3
p97 ATPase inh	3	-2	-2	0

Grouped by structure: the entries above containing a CF3 group.
1. O=C(NNc1cccc(Cl)n1)Nc1cccc(C(F)(F)F)c1
12. O=S(=O)(c1cccc(C(F)(F)F)c1)N(CCCN1CCOCC1)Cc1cccs1

entry no.	1	12
KLK5 inh	-18	-24&0
PERK inh	0.8	-0.9&0.0
Wee1 degr inh	-3	-1&1
Cl transport mod	-0.56	-0.48&1.1
Furin inh	-4	-25&-14
FXIa inh 1536	-2	11&-1
thrombin 1536	-10	0&-4
FXIIa inh 1536	3	6&9
p97 ATPase inh	-1	2&3

New compounds follow:
17. Cc1[nH]c2ccccc2c1C(=O)Cn1c(=O)oc2ccccc21
18. Cc1ccc(S(=O)(=O)NC(C)C(=O)Nc2ccc(C(N)=O)cc2)cc1 (stereo unspecified)
19. CCOC(=O)N1CCC(NC(=O)c2cc(S(=O)(=O)N3CCc4ccccc43)cn2C)CC1
20. COc1cccc2cc(-c3cn4ccc(C)cc4n3)c(=O)oc12
21. CCC(C)(C(=O)NC1CCCC1)N(Cc1cccs1)C(=O)c1ccc2c(c1)OCO2 (stereo unspecified)
22. COc1ccc(-c2oc(NC(=O)CSc3nncn3C)c(C#N)c2-c2ccc(OC)cc2)cc1
23. CC(C)C(NS(=O)(=O)c1ccc2c3c(cccc13)C(=O)N2)C(=O)O (stereo unspecified)
24. O=C(NC(=S)Nc1cccc(CO)c1)c1ccc(-c2ccccc2)cc1

entry no.	17	18	19	20	21	22	23	24
KLK5 inh	-5	9	-1	/	-9	-4	/	-23
PERK inh	-1.6	0.5	-0.4	-1.4	-1.0	0.2	0.3	-0.3
Wee1 degr inh	-3	0	-2	14*	0	1	1	0
Cl transport mod	0.26	-0.075	1.1	-1.3	-0.73	0.65	-0.55	-0.51
Furin inh	-3[20 µM]	-21[20 µM]	-19	-7[20 µM]	-13	-11[20 µM]	-16	0
FXIa inh 1536	1	-2	0	/	-7	7	/	7
thrombin 1536	-2	0	4	/	-3	1	/	-2
FXIIa inh 1536	1	15	14	/	-1	21	/	7
p97 ATPase inh	-4	2	1	-5	-3	1	4	-4

25. O=S(=O)(Nc1ccc(O)c(Sc2nc3ccccc3s2)c1)c1cccc2ccccc12
26. Cc1nnc(NC(=O)c2ccc(S(=O)(=O)N3CCCCCC3)cc2)o1
27. CCOc1ccccc1N(C)C(=O)c1nn(-c2ccc(OC)cc2OC)c(=O)c2ccccc12
28. CCc1ccc(OCC(=O)NCCOc2ccccc2)cc1
29. Cc1ccccc1Cn1c(=O)n(CC2CCC(C(=O)NCCc3ccccc3)CC2)c(=O)c2ccccc21 (stereo unspecified)
30. COC(=O)CNC(=O)C1CCCN1C(=O)OC(C)(C)C (stereo unspecified)
31. O=C(NCc1cn(-c2ccccc2)nc1-c1ccc(F)cc1)c1cccc([N+](=O)[O-])c1
32. CN1CC(=O)N(CC(=O)NCc2ccc(F)cc2)c2ccccc2C1=O

entry no.	25	26	27	28	29	30	31	32
KLK5 inh	-4	-17	5	3	-4	1	-4	3
PERK inh	-0.3	0.8	0.1	-0.4	0.6	1.6	0.7	1.5
Wee1 degr inh	-3	-1	-2	0	-2	13*	0	1
Cl transport mod	-2.7	0.00034	-2	/	0.19	/	-0.13	/
Furin inh	-7	-16	-21	-12[20 µM]	-12	-4[20 µM]	-9	-19
FXIa inh 1536	-1	-6	-7	0	1	-20	3	4
thrombin 1536	-11	7	0	4	-8	-10	-3	1
FXIIa inh 1536	2	4	9	14	6	0	11	12
p97 ATPase inh	5	-1	-2	-5	1	8	6	6

33. CCOC(=O)c1[nH]c(C)c(/C(O)=C2\C(=O)C(=O)N(CCCN(C)C)C2c2cccnc2)c1C (stereo unspecified)
34. CC(C)OCCCNc1ncc2c(n1)CC(c1ccc(N(C)C)cc1)CC2=O (stereo unspecified)
35. O=C(c1ccccc1)N1CCN2C(=O)c3ccccc3C12c1ccc(Cl)cc1 (stereo unspecified)
36. CCCCC1CC(/C(C)=N/NC(N)=O)OC1=O (stereo unspecified)
37. Cc1cc(C)cc(C(=O)/C=C2\NC(=O)CS2)c1
38. COc1ccc2oc(=O)c(-c3nnc(NCc4ccco4)s3)cc2c1
39. COc1ccc(Oc2nc3c(c(=O)n(C)c(=O)n3C)n2Cc2cccc(OC)c2)cc1
40. NS(=O)(=O)c1ccc(N/N=C/c2cn(-c3ccccc3)nc2-c2ccccc2)c([N+](=O)[O-])c1

entry no.	33	34	35	36	37	38	39	40
KLK5 inh	9	3	-7	-10	-1	3	-11	-7
PERK inh	2.2	1.6	-2.0	0.7	0.4	0.4	0.2	1.3
Wee1 degr inh	0	-4	3	-1	-2	1	3	-2
Cl transport mod	/	0.54	-2.9	0.025	6.4*	-0.66	/	1.7
Furin inh	-9	-26	-19[20 µM]	-4[20 µM]	13	-12	-10	-8
FXIa inh 1536	7	-9	34	2	2	5	-6	-4
thrombin 1536	10	-3	-1	1	1	-3	0	-3
FXIIa inh 1536	3	2	5	19	-1	9	-8	1
p97 ATPase inh	4	-1	5	2	0	6	2	-2

41. COc1ccc2occ(C(=O)c3ccc(N=C(C)N(C)C)cc3)c2c1
42. CCOc1ccccc1N1CCN(Cc2c(C)n(C)n(-c3ccccc3)c2=O)CC1
43. CCn1c(SCc2ccc(Cl)c(Cl)c2)nnc1C(C)NC(=O)c1ccc(OC)cc1 (stereo unspecified)
44. COc1ccc(NC(=O)NC2CCCCC2C)cc1 (stereo unspecified)
45. CCC(OC(=O)C1=Cc2ccccc2OC1)C(=O)NC1CCCC1 (stereo unspecified)
46. COc1ccccc1-n1c(SCC(=O)N2CCOCC2)nc(O)c(Cc2ccccc2)c1=O
47. Cn1c(N)c(C(=O)COC(=O)Cc2ccsc2)c(=O)n(C)c1=O
48. CCc1c(C(=O)Nc2ccccc2)c(C)[nH]c(=S)c1C#N

entry no.	41	42	43	44	45	46	47	48
KLK5 inh	-11	-5	-7	-1	6	-11	0	2
PERK inh	-1.0	0.9	1.1	-0.1	-0.8	0.1	-0.4	0.8
Wee1 degr inh	0	-4	5	0	-4	-2	-2	-2
Cl transport mod	0	-0.28	-1.5	-0.66	-1.2	-0.92	0.16	1.5
Furin inh	-19[20 µM]	-17	-18	-18	-3[20 µM]	-16	-10	-19[20 µM]
FXIa inh 1536	-3	1	-2	-6	-3	1	6	2
thrombin 1536	-3	-6	-11	-7	-2	-3	5	2
FXIIa inh 1536	7	4	8	/	7	15	15	9
p97 ATPase inh	-4	7	1	-1	-6	-1	5	2

49. Cc1noc(/C=C/c2ccco2)c1S(=O)(=O)N1CCC(C(=O)N2CCc3ccccc32)CC1
50. COc1cccc(NC(=O)CN2CCN(c3ccccc3F)CC2)c1
51. Cc1cc(NCCCn2ccnc2)n2nc(-c3ccc(Cl)cc3)cc2n1
52. COc1ccc(OCC(=O)NCCC2=CCCCC2)c([N+](=O)[O-])c1
53. COC(=O)C1CCN(C(=O)COc2cc3sc(C)nc3c3sccc23)CC1
54. Cc1c(C(=O)OCC(=O)Nc2ccccc2OC(F)F)cccc1[N+](=O)[O-]
55. Fc1ccc(NC(=S)NC2CC3CCCC(C2)N3Cc2cccs2)cc1 (stereo unspecified)
56. CSc1ccc(C(=O)C2CCCN(C(=O)c3cccc(N4CCOCC4)c3)C2)cc1 (stereo unspecified)
57. O=C(COc1ccc(Cl)cc1)NCc1nnc(SCC(=O)NCc2ccc3c(c2)OCO3)o1

entry no.	49	50	51	52	53	54	55	56	57
KLK5 inh	-7	-32	-6	3	0	-16	-7	1	-14
PERK inh	-0.9	0.4	-1.4	-0.4	-1.4	0.5	-0.9	-0.1	-1.1
Wee1 degr inh	5	-2	1	-2	2	-2	-4	-2	-1
Cl transport mod	0.061	-0.1	-0.0062	0.012	/	-1.4	/	0.012	/
Furin inh	-12	-16[20 µM]	-4	-19	-5	-21	-7	2	-23
FXIa inh 1536	2	-10	1	-1	-8	12	-6	-3	-3
thrombin 1536	-7	-14	-4	-7	-11	-2	-12	-3	4
FXIIa inh 1536	7	-1	4	/	-11	9	-1	9	4
p97 ATPase inh	2	0	-7	-3	-4	-2	5	-3	3
